# Source: PubChem
# TTR transcr act – increases transthyretin transcription; SH-SY5Y TTR promoter Gaussia luciferase, luminescence; 100% = recombinant luciferase protein wells; activation, % at 16.7 µM; hit rate 1.3% among 92,000;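 active means activation above the mean of all tested compounds plus 3 SD, cut at about 9.5% in these data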;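 further: cells exposed to compounds for one day before reading; 0% = median of all test compound wells on the plate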
# An asterisk follows results filed as active. Some of the compounds tested; count on the stated rates, not on these rows.
TTR transcr act	Structure
4.5	CC[C@]12c3[nH]c4cc(CCC(=O)N(C)C)ccc4c3CCN1C(=O)[C@@H](CC(=O)NCCC1=CCCCC1)C[C@@H]2C(=O)N1CCN(C(=O)C2CC2)CC1
2.2	O=C(COC(=O)c1cccc2ccccc12)NCC1CCCO1 (stereo not drawn)
-1.0	O=C(Nc1ccc(-c2cc3ccccc3oc2=O)c(Cl)c1)c1cccnc1
-2.6	O=C(C[C@H]1C[C@H](C(=O)N2CCCCC2)[C@@]2(CCc3ccccc3)c3[nH]c4cc(-c5ccco5)ccc4c3CCN2C1=O)NCc1ccco1
-0.2	Cc1ccc(NCN2C(=O)C3CC=C(Cl)CC3C2=O)cc1 (stereo not drawn)
0.7	CC(NC(=O)C(=O)N1CCCCC1)C(c1cccs1)N1CCN(c2ccc(F)cc2)CC1 (stereo not drawn)
-0.5	C(=Nc1ccccc1)c1ccc[nH]1
-0.2	Cc1sc(NC(=O)c2ccccc2)c(C(=O)c2ccccc2)c1C
-0.1	O=C(N1CCC(n2nc(-c3ccccc3)oc2=O)CC1)C1(c2ccccc2)CCCC1
-1.8	C/C(=N/NC(=O)c1ccc(C)s1)c1cccc(NC(=O)c2ccoc2C)c1
-1.3	CCC(C(=O)NCCC(C)C)N(Cc1ccccc1Cl)C(=O)c1snc(C(N)=O)c1N (stereo not drawn)
-1.2	CCCCN(C=O)c1c(CC)nc2ccc(C(=O)N3CCCCC3)cn12
0.2	O=C(c1ccco1)N1CCN(c2ncnc3scc(-c4ccccc4)c23)CC1
1.2	Cc1cc(C)c(S(=O)(=O)N2CCN(C(=O)c3cc(=O)[nH]c4ccccc34)CC2)c(C)c1
-1.2	O=C(Cc1cccc2ccccc12)Nc1cc(C(=O)O)cc(C(=O)O)c1
1.6	CC(C)Nc1nc(SC(C)C(=O)Nc2ccccc2)nc(N(C)C)n1 (stereo not drawn)
0.4	Cc1c(Cl)cccc1NC(=O)CNC(=O)c1ccc(F)cc1
-0.7	COc1ccc(-n2c(CN3CCN(Cc4ccccc4)CC3)nc3ccc([N+](=O)[O-])cc3c2=O)c(OC)c1
0.4	Cc1ccc(C(N)=O)cc1S(=O)(=O)Nc1cccc(C)c1C
0.0	COc1ccc(NC(=O)C2(C)Cc3c(-c4cccc(NC(C)=O)c4)ccnc3O2)cn1 (stereo not drawn)
0.9	C#CCSc1nc(=O)c2cccnc2n1-c1ccc(C)cc1
1.1	COC(=O)[C@@]12CCCCC3=C1N(CCC3)C(=O)[C@H]2CC(=O)NCc1cccc(C(F)(F)F)c1
3.3	Cc1ccc(OCC(=O)Nc2ccc(S(=O)(=O)Nc3onc(C)c3C)cc2)cc1
-0.9	O=S(=O)(Nc1ccccc1O)c1ccc(-c2ccccc2)cc1
-0.1	CC1(C)C(=O)Nc2ccccc2N1C(=O)COC(=O)CSc1ccc(Cl)cc1
1.2	OCCN1CCN(C(=S)Nc2cccc(C(F)(F)F)c2)CC1
-2.5	O=C(Cc1ccc(Cl)c(Cl)c1)Nc1ccc(SC(F)F)cc1
-1.9	CC(C)(C)NC(=O)/C(=C\c1ccc(Br)cc1)NC(=O)c1cccs1
2.2	CCOC(=O)C1=C(C)Nc2ccccc2N=C1NC(=O)C1CCN(C(=O)c2ccccc2C)CC1
-1.3	O=C(O)C(=O)Nc1nc(-c2ccc3c(c2)OCCO3)cs1

# Next part
TTR transcr act	Structure
2.7	COc1ccc(-c2cc(C(F)(F)F)n3nc(C(=O)N4CCOCC4)nc3n2)cc1
1.9	CCCCN(C(=O)c1cc(S(=O)(=O)N2CCCCC2)ccc1Cl)c1c(N)n(CCC)c(=O)[nH]c1=O
0.2	C=CCOc1ccccc1C1C2=C(CC(C)(C)CC2=O)Nc2c1c(=O)n(C)c(=O)n2C (stereo not drawn)
1.4	Cn1c(=O)c2c(nc(SCCN3CCCCC3)n2C)n(C)c1=O
2.5	COc1ccc(CC(=O)OCc2cc(=O)n3cc(Br)ccc3n2)cc1OC
0.3	O=C(NCc1ccc(Cl)cc1)c1n[nH]c([N+](=O)[O-])c1Cl
-0.2	CC1CCN(c2ccc3nnc(CCC(=O)Nc4ccc(F)cc4)n3n2)CC1
-1.7	Cc1cccc2nc(-c3ccco3)oc(=O)c12
4.5	COC(=O)C1=C(C)N(Cc2ccccc2)C(=O)N[C@H]1c1ccccc1
1.1	CCN(Cc1ccccc1)C(=O)COC(=O)Cn1cnc2ccccc21
1.4	N#CCC(=O)N/N=C/c1ccc(OC2CSC2)cc1
-0.7	Cc1ccc(S(=O)(=O)CCc2nc3ccccc3[nH]2)cc1C
-2.3	O=c1ccsn1Cc1ccccc1
-2.0	COc1ccccc1Oc1ccc2c(c1)C(=O)N(c1ccc(C)cc1)C2=O
-1.8	CCOC(=O)C1=C(O)/C(=C/c2cc(C)n(-c3ccccc3)c2C)N=C1C
5.5	Cc1ccc(NC(=O)CCn2c(=S)oc3ccccc32)cc1F
5.0	NC(=NCc1ccccc1)C(N=Nc1ccccc1)C(=O)NCc1ccccc1 (stereo not drawn)
-0.8	O=C(NC(=S)Nc1nc(-c2ccc([N+](=O)[O-])cc2)cs1)c1ccco1
0.1	O=c1c2c(nc(NCCO)n1CC1CCCCC1)-c1ccccc1CC21CCCC1
2.1	COc1ccccc1C(=O)NCC(=O)NCCSc1ccc(Br)cc1
-0.7	COc1ccc(/C(N)=N/OC(=O)Oc2ccccc2)cc1OC
-3.7	CC1CCN(c2ccc3c(c2)S(=O)(=O)c2cccc(C(=O)NC[C@@H]4CCCO4)c2C3=O)CC1
-1.4	COC(=O)c1cc(Br)c(=O)n(-c2ccccc2F)c1
-0.1	CC(C)Oc1ccc(C(=O)CCN2CCOCC2)cc1
3.2	CCn1cc(/C=C(\NC(=O)c2ccc(OC)cc2)C(=O)NCCCn2ccnc2)c2ccccc21
-0.2	COc1cc2c(cc1NC(=O)CSc1nnc(COc3ccc(Cl)cc3)n1C)oc1ccccc12
0.1	O=C(CCC(=O)c1cccs1)Nc1nc2ccccc2s1
1.3	NC(=O)N/N=C/c1ccc2cccc(OCc3ccccc3)c2n1
-0.6	Cc1ccc(S(=O)(=O)NC(=NCC(=O)O)c2ccc(F)cc2)cc1
0.5	CCn1nc(C)cc1Nc1ccccc1

# 3 entries out of the list, sorted by SMILES length, high to low.
TTR transcr act	Structure
2.2	CCOC(=O)C1=C(C)Nc2ccccc2N=C1NC(=O)C1CCN(C(=O)c2ccccc2C)CC1
5.0	NC(=NCc1ccccc1)C(N=Nc1ccccc1)C(=O)NCc1ccccc1 (stereo not drawn)
0.5	CCn1nc(C)cc1Nc1ccccc1

# Single entries from the entries so far.
# Result of `O=C(NCc1ccc(Cl)cc1)c1n[nH]c([N+](=O)[O-])c1Cl` under TTR transcr act: 0.3
# Result of `COc1ccc(-c2cc(C(F)(F)F)n3nc(C(=O)N4CCOCC4)nc3n2)cc1` under TTR transcr act: 2.7

# (list continues)
TTR transcr act	Structure
-1.5	Cc1ccc(Cl)cc1N1CCN(C(=O)Cc2c(C(=O)O)[nH]c3ccccc23)CC1
-0.4	COc1ccc2[nH]c3c(c2c1)CCN1C(=O)C(CC(=O)NCc2cccc(C(F)(F)F)c2)C[C@H](C(=O)N2CCOCC2)[C@@]31C (stereo partly drawn)
-2.0	Cc1nc(C)c(C(=O)N/N=C/c2cn(C)c3ccccc23)s1
1.7	O=Cc1ccc(N2CCCC2)o1
1.2	O=c1cnnc(N/N=C/C2CC=CCC2)[nH]1 (stereo not drawn)
4.4	O=C(Cn1c(=O)oc2ccccc21)N(Cc1ccccc1)C1CCS(=O)(=O)C1 (stereo not drawn)
-0.6	COc1ccc([C@@H]2[C@@H]3C(=O)N(C(C)(C)C)C(=O)[C@@H]3[C@]3(Cc4ccccc4)C(=O)N(c4ccc(C)cc4)C(=O)N23)cc1
-0.9	CNC(=O)c1snnc1-c1ccccc1
-0.8	O=C(/C=C/c1ccc(F)cc1)Nc1ccc2[nH]c(=O)[nH]c2c1
-0.4	CCOC(=O)N/N=C1\CCS(=O)(=O)c2ccc(Cl)cc21
2.7	Cc1cccc(NS(=O)(=O)c2ccc(C(=O)NCCCN3CCOCC3)cc2)c1C
0.1	Cc1ccc2nc(SCC(=O)N3CCCC3)nc(=O)n2c1
-3.3	COc1ccc(CCNC(=O)CSc2ccc(-c3cccs3)nn2)cc1
3.0	Cn1nc(C(=O)NNC(=O)COc2ccccc2)c2ccccc2c1=O
-4.3	CCCNC(=O)c1c(N)n(-c2ccc(S(N)(=O)=O)cc2)c2nc3ccccc3nc12
2.9	COc1ccccc1NC(=O)C1=C(C)NC(=O)NC1c1ccc(C)cc1 (stereo not drawn)
-0.7	CCCNC(=O)C1(C)CCCN(Cc2ccc3ccccc3c2)C1 (stereo not drawn)
-0.5	CCN1CCCCC(NC(=O)c2ccc(Cl)cc2Cl)C1=O (stereo not drawn)
-0.8	COc1cccc(N2CCN(c3ccc4nnc(CCC(=O)N5CCC(C)CC5)n4n3)CC2)c1
1.3	COc1ccc(CCn2c(N)c(C(=O)NCc3ccco3)c3nc4ccccc4nc32)cc1
0.2	C=CCN(C(=O)c1csnn1)C(C(=O)NCc1ccc(F)cc1)c1ccccc1F (stereo not drawn)
0.3	CC(=NNC(N)=O)C1=C(O)C(C(C)C)NC1=O (stereo not drawn)
-2.5	O=C(NCc1ccccc1)C1CCCN(c2nc3ccsc3c(=O)s2)C1 (stereo not drawn)
-0.8	CCCC(=O)Nc1nnc(-c2ccc3c(c2)OCO3)s1
3.6	O=c1[nH]ncn2cccc12
2.1	COc1cc(F)ccc1-c1csc(C(C)(O)c2ccccc2)n1 (stereo not drawn)
12.4*	COc1cc(OC)cc(C(=O)OCC(=O)Nc2ccc(N3CCCCC3)cc2)c1
9.6	CC(=O)Nc1ccc(S(=O)(=O)NNC(=O)COc2cccc(C)c2)cc1
-0.8	CCCCCCCCN1[C@@H](CC(=O)OC)c2cc(C(F)(F)F)ccc2S1(=O)=O
2.2	COc1c(S(=O)(=O)N2CCN(C)CC2)ccc(Cl)c1Cl

# Additional entries:
TTR transcr act	Structure
0.1	CCn1c(SCC(=O)N/N=C/c2ccccc2OCC(=O)O)nnc1-c1ccc(C)cc1
0.8	Fc1ccccc1Cn1nnc2c(NCc3ccccn3)ncnc21
-5.7	CCC(=O)Nc1ccc(C(=O)Cn2ncc(Cl)c(Cl)c2=O)cc1
-2.3	Cc1ccc(CC2C(=O)N(c3ncccn3)C(=O)C2C)cc1 (stereo not drawn)
1.6	Cc1cc(C)n(-c2nc(C)nc3c2cnn3-c2ccccc2)n1
-0.7	CC(CC1CC(C)(C)OC1=O)C(=O)Nc1nncs1 (stereo not drawn)
0.8	C/C(=N/NC(=O)C1CC1(c1ccccc1)c1ccccc1)c1cccs1 (stereo not drawn)
-0.7	CCOC(=S)SCC(=O)N1CCc2ccccc2C1C1C(=O)CCCC1=O (stereo not drawn)
-1.0	CN1OC[C@@H]2CN(C(=O)c3cccnc3)[C@H](c3ccc(N4CCCCC4)cc3)C[C@@H]21
-0.6	COc1ccc(CC(=O)NNS(=O)(=O)c2ccc3ccccc3c2)cc1OC
-5.5	CC(C)C[C@H](NC(=O)c1nc[nH]c1C(=O)NC1CCN(C(=O)OC(C)(C)C)CC1)C(=O)OCc1ccccc1
-0.8	C#Cc1ccc([C@H]2C=C(C(=O)N3CCN(Cc4ccc5c(c4)OCO5)CC3)O[C@@H](OCc3ccc(CO)cc3)C2)cc1
-0.5	CCCNC(=O)c1nn2c(C(F)(F)F)cc(-c3ccccc3)nc2c1Cl
0.5	O=C(O)C1CC(=O)N(c2ccc3c(c2)OCCO3)C1 (stereo not drawn)
2.1	Cn1nc(C(F)(F)F)c2cc(C(=O)Nc3ccc(F)c(Cl)c3)sc21
-0.5	Cc1ccc(-n2nc3c(c2NC(=O)c2ccccc2Br)CS(=O)C3)cc1 (stereo not drawn)
-1.0	Cc1ccc(OCC(=O)Nc2ccc(S(=O)(=O)NC3=NCCCCC3)cc2)cc1
-1.7	CC(=O)N1c2ccc(S(=O)(=O)NCCC(=O)Nc3ccc(C)c(Cl)c3)cc2CC1C (stereo not drawn)
-1.9	CSCCC(NS(=O)(=O)c1ccccc1F)C(=O)NCc1ccncc1 (stereo not drawn)
-1.7	O=C1CC(/C=C/c2ccc(Cl)cc2)=Nc2ccccc2N1
11.8*	Cn1ccc2c(-c3ccc(C(=O)O)cc3)cc3c(c21)C1CCC3C1 (stereo not drawn)
-0.9	CSc1ccc(Cl)c(C(=O)NCCOc2cc(C(C)C)ccc2C)c1
1.2	O=C(Nc1ccc(Oc2cccnc2)cc1)C1CCN(Cc2ccccc2F)CC1
5.7	Cc1ccc(S(=O)(=O)N2CCOCC2)cc1NC(=O)COC(=O)C1COc2ccccc2O1 (stereo not drawn)
-0.8	CCN(CC)CCCn1c(=S)[nH]c2ncccc2c1=O
0.0	CSCCC(c1nc2ccccc2[nH]1)n1c(C)nc2ccccc21 (stereo not drawn)
0.3	CCCC1CCC2(CCCN2CCOC(=O)Nc2ccccc2)CC1 (stereo not drawn)
0.2	CCOC(=O)c1c(C)[nH]c(C(=O)OCC(=O)Nc2ccc(Cl)cn2)c1C
1.9	CC1(C)Cc2ccccc2-c2n[nH]c(=S)n21
-1.7	O=S(=O)(c1ccccc1)C1(S(=O)(=O)c2ccccc2)CCCC1
1.2	COC(=O)c1scc(S(=O)(=O)C(C)C)c1N/N=C(\C#N)C(=O)c1ccc(Cl)cc1

# Of the compounds above, these contain a nitro group on carbon.
TTR transcr act	Structure
-0.7	COc1ccc(-n2c(CN3CCN(Cc4ccccc4)CC3)nc3ccc([N+](=O)[O-])cc3c2=O)c(OC)c1
0.3	O=C(NCc1ccc(Cl)cc1)c1n[nH]c([N+](=O)[O-])c1Cl
-0.8	O=C(NC(=S)Nc1nc(-c2ccc([N+](=O)[O-])cc2)cs1)c1ccco1

# A different layout for some results above:
compound	TTR transcr act
CCN(CC)CCCn1c(=S)[nH]c2ncccc2c1=O	-0.8
Cc1cc(C)n(-c2nc(C)nc3c2cnn3-c2ccccc2)n1	1.6
O=C(O)C1CC(=O)N(c2ccc3c(c2)OCCO3)C1 (stereo not drawn)	0.5
CCn1c(SCC(=O)N/N=C/c2ccccc2OCC(=O)O)nnc1-c1ccc(C)cc1	0.1
Fc1ccccc1Cn1nnc2c(NCc3ccccn3)ncnc21	0.8
